rCAG binder: binders of r(CAG) RNA repeats, primary screen, biochemical, fluorescence. r(CAG) RNA repeat, TO-PRO-1 dye displacement fluorescence. inhibition, % at 3 µM. hit rate 1.3% among 370,000. AID 651821, 2012;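 active means inhibition above the plate cutoff, the mean of all test compounds on that plate plus 3 SD, cut at about 35% in these data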;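 further: 0% = DMSO alone and 100% = 100 µM mitoxantrone as full dye displacement; higher means more dye released from RNA so lower well fluorescence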
NPR1 activator: GC-A stimulated cGMP production enhancers – HEK293 GC-A cells, cGMP TR-FRET, EC30 ANP, primary screen; 0% at EC30 ANP, 100% saturating ANP; activation, % at 10 µM; hit rate 0.14% among 370,000; in the data active means activation above about 40%
Target sequence (P16066 whole entry, looked up): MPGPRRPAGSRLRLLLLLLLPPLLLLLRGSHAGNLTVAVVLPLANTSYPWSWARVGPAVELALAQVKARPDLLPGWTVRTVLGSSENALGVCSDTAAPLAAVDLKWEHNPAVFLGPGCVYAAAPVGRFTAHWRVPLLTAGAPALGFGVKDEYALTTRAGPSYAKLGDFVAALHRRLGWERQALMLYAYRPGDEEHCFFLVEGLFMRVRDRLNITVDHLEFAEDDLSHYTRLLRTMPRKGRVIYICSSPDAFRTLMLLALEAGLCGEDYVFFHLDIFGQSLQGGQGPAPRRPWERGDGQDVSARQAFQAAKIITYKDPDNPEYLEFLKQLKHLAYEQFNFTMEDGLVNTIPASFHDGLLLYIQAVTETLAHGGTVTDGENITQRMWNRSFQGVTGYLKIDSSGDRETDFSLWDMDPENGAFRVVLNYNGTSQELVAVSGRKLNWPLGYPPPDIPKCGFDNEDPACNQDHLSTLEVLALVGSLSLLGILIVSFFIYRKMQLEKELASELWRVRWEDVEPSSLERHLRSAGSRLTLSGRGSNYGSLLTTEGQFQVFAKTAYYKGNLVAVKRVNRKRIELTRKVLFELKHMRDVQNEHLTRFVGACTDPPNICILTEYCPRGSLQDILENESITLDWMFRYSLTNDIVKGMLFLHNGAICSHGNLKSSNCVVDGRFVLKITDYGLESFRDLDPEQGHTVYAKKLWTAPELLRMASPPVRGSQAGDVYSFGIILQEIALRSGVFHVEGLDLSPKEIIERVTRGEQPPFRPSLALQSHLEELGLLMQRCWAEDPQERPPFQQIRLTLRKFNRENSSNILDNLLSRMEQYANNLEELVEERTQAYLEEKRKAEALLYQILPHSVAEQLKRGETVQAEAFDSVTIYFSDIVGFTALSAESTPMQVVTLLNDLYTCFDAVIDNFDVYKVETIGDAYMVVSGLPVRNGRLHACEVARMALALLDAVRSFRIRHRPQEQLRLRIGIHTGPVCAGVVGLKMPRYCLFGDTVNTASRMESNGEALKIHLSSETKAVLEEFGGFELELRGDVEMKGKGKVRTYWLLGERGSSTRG
HGIII-sPLA2 inh: human group III sPLA2 inhibitors, primary screen, biochemical, QFRET, BODIPY PC-A2 liposome substrate; QFRET BODIPY PC-A2 liposome hydrolysis, fluorescence; AID 743126, 2013; hit rate 0.56% among 370,000; inhibition, % at 12.2 µM;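 active means inhibition above mean plus 3 SD of compounds lying within the high and low control bounds, cut at about 19% in these data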;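 further: 0% = median of test compound wells and 100% = no enzyme DMSO wells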
NPR2 activator: human GC-B receptor activators, primary screen, HEK293 GC-B cells, cGMP TR-FRET, EC30 CNP; activation, % at 10 µM; hit rate 0.11% among 370,000; 0% at EC30 CNP, 100% saturating CNP; Atrial natriuretic peptide receptor 2 (Homo sapiens), P20594; AID 1920062, 2024;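 active means activation at 10 µM reaching about 35% in either raw or pattern-adjusted values, limit read from the data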
ADAM10 inh: human ADAM10 inhibitors, primary screen, biochemical, QFRET, HTS. recombinant ADAM10, EDANS/DABCYL FRET peptide cleavage, 3 h. inhibition, % at 7 µM. hit rate 0.62% among 370,000. AID 720582, 2013;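 active means inhibition above a per-campaign cutoff equal to the mean of compounds falling between control-based bounds plus 3 SD, cut at about 20% in these data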;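 further: 0% = DMSO wells while the 100% control is not disclosed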
proKLK7 act: proKLK7 zymogen activators, primary screen, biochemical, fluorescence intensity; activation, % at 7 µM; purified proKLK7, EDANS-DABCYL substrate fluorescence; 100% is mature enzyme control, 0% vehicle; Kallikrein-7 (Homo sapiens), P49862; hit rate 0.9% among 370,000;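 active means activation above the mean of all tested compounds plus 3 SD, computed per campaign excluding outliers beyond control limits, cut at about 13% in these data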
ASAP1 GAP inh: inhibitors of human ASAP1 ArfGAP activity, primary screen, biochemical, fluorescence polarization | hit rate 0.19% among 360,000 | ASAP1-stimulated ARF1 GTP hydrolysis, GDP FP detection | Arf-GAP with SH3 domain, ANK repeat and PH domain-containing protein 1 (Homo sapiens), … | inhibition, % at 16.5 µM; in the data active means inhibition above about 25%;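 further: 0% = vehicle with enzyme and substrate and 100% = no enzyme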
DDE Tn6 FP inh: inhibitors of Tn6 peptide binding to fibrin DD(E), primary screen, biochemical, fluorescence polarization, human fibrin, Tn6 probe; inhibition, % at 8.3 µM; hit rate 0.21% among 370,000; Fibrin DD(E) TRITC-Tn6 fluorescence polarization displacement;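 active means inhibition above a per-campaign cutoff: mean of compounds within control limits plus 3 SD, cut at about 15% in these data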;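 further: 0% = median of all compound wells on the plate and 100% = blocking peptide control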
ARFGAP1 inh: inhibitors of rat ARFGAP1 GAP activity, primary screen, biochemical, fluorescence polarization, GDP tracer; ADP-ribosylation factor GTPase-activating protein 1 (Rattus norvegicus), Q62848; Arfgap1-stimulated ARF1 GTP hydrolysis, GDP FP detection; inhibition, % at 16.5 µM; hit rate 0.26% among 360,000; AID 651572, 2012;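 active means inhibition above a per-plate limit, mean inhibition of low control wells plus 3 SD, cut at about 25% in these data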;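 further: 0% = DMSO wells with enzyme and 100% = wells lacking Arfgap1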
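System: truncated rat Arfgap1 GAP domain / Benchmarks: high control wells lacking Arfgap1, low control full reaction with DMSO / Times: compound-enzyme preincubation 20 min, reaction 120 min, detection 60 min, 25 °C / Repeats: one replicate per compound / Also added: human ARF1(Δ1-17)-GTP substrate / Measured by: Tracer-displacement fluorescence polarization with EDTA stop, 620/688 nm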
GAA850 FXN act: FXN promoter activators, primary screen, cell-based, luciferase luminescence, HEK293 lucGAA850 | AID 540364, 2011 | HEK293 lucGAA850 FXN promoter luciferase reporter, 24 h; percent of 10 µM SAHA response | hit rate 0.56% among 360,000 | activation, % at 6 µM;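 active means activation above the average of all compounds screened plus 3 SD, cutoff fixed separately per campaign, cut at about 7.5% in these data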;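 further: 0% = DMSO wells and 100% = 10 µM SAHA wells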
Starred values were filed as active, the others as inactive; i = inactive; . = no result given.

SMILES	rCAG binder	NPR1 activator	HGIII-sPLA2 inh	NPR2 activator	ADAM10 inh	proKLK7 act	ASAP1 GAP inh	DDE Tn6 FP inh	ARFGAP1 inh	GAA850 FXN act
CC1CCCCN1C(=O)COC(=O)C1CCN(S(=O)(=O)c2c(Cl)cccc2Cl)CC1 (stereo not given)	-4	2	-4	-2	1	-0.4	-13	1	0	0.9
O=C(C1CCC(=O)N(C2CCCC2)C1)N1CCC(Oc2cccc(F)c2)CC1 (stereo not given)	-6	2	7	-1	3	0.2	2	7	-6	0.0
COc1ccc(C2CC(=O)C(c3ccc(C(N)=O)cc3)=CN2Cc2ccccc2)cc1 (stereo not given)	3	0	1	1	-22	1.1	-3	-6	4	.
Cc1ccc([N+](=O)[O-])cc1NC(=O)c1cccnc1	0	3	15	10	5	-0.5	-3	4	10	1.7
CCn1c(SCC(=O)N/N=C/c2ccc(C)o2)nnc1-c1ccccc1	-4	2	0	-5	-3	0.5	8	4	3	-2.5
O=C(Cc1cccs1)Nc1nc2c(ccc3ccccc32)s1	16	5	-22	-4	6	-2.1	5	-15	-4	-0.3
O=C(Nc1ccccc1)C1CCN(C(=O)c2ccc(Br)cc2)CC1	-4	-3	-8	-3	-1	0.4	-9	-6	7	-0.1
Cc1ccc(CCNC(=O)CNC(=S)N(Cc2ccccc2)Cc2cccnc2)cc1	-6	0	-7	0	-7	0.8	-3	10	17	3.1
Cc1ccc(CNC(=O)C2CCC(CNc3c(N4CCC(C)CC4)c(=O)c3=O)CC2)cc1 (stereo not given)	-2	-1	2	1	4	-0.3	1	0	14	0.1
Cc1c[nH]c(=O)c([N+](=O)[O-])c1	-1	-2	3	5	-50	1.4	0	12	0	-0.1
O=C(c1cc2c(=O)n3ccccc3nc2s1)N1CCN(Cc2ccc3c(c2)OCO3)CC1	-3	-3	3	-9	i	-4.1	-8	4	0	0.6
N#Cc1cccc(NS(=O)(=O)c2ccc(S(=O)(=O)N3CCOCC3)cc2)c1	6	0	-2	1	-14	0.4	-3	-9	-2	-1.1

Rewritten with each value named: part of the list above
COc1ccc(C2CC(=O)C(c3ccc(C(N)=O)cc3)=CN2Cc2ccccc2)cc1 (stereo not given)
  rCAG binder: 3
  NPR1 activator: 0
  HGIII-sPLA2 inh: 1
  NPR2 activator: 1
  ADAM10 inh: -22
  proKLK7 act: 1.1
  ASAP1 GAP inh: -3
  DDE Tn6 FP inh: -6
  ARFGAP1 inh: 4
  GAA850 FXN act: .

Cc1ccc([N+](=O)[O-])cc1NC(=O)c1cccnc1
  rCAG binder: 0
  NPR1 activator: 3
  HGIII-sPLA2 inh: 15
  NPR2 activator: 10
  ADAM10 inh: 5
  proKLK7 act: -0.5
  ASAP1 GAP inh: -3
  DDE Tn6 FP inh: 4
  ARFGAP1 inh: 10
  GAA850 FXN act: 1.7

CCn1c(SCC(=O)N/N=C/c2ccc(C)o2)nnc1-c1ccccc1
  rCAG binder: -4
  NPR1 activator: 2
  HGIII-sPLA2 inh: 0
  NPR2 activator: -5
  ADAM10 inh: -3
  proKLK7 act: 0.5
  ASAP1 GAP inh: 8
  DDE Tn6 FP inh: 4
  ARFGAP1 inh: 3
  GAA850 FXN act: -2.5

The listing continues:
SMILES	rCAG binder	NPR1 activator	HGIII-sPLA2 inh	NPR2 activator	ADAM10 inh	proKLK7 act	ASAP1 GAP inh	DDE Tn6 FP inh	ARFGAP1 inh	GAA850 FXN act
COc1ccccc1-c1c(C)oc2c(CN3CCN(CCO)CC3)c(O)ccc2c1=O	3	-13	5	3	i	72*	9	1	-1	0.6
O=C(CSc1nc2ccccc2o1)N1c2ccccc2Sc2ccc(C(F)(F)F)cc21	6	-8	-4	1	-1	-0.7	-5	-5	-2	3.6
O=C(NCc1ccco1)C(c1ccc(F)cc1)N(C(=O)Cc1cccs1)c1cccnc1 (stereo not given)	-5	-9	-3	1	-7	0.6	-11	-1	-12	-0.4
COc1cccc2c(=O)n(CC(=O)N3CCc4ccccc43)ccc12	2	3	-2	4	-7	0.1	12	-1	-8	-1.3
CCOCCCNC(=O)c1cc2c(=O)n3cccc(C)c3nc2n1C	1	3	-4	-5	-189	0.5	5	3	14	-5.3
O=C(N/N=C/c1ccc(F)cc1)c1cccc(NC(=O)c2ccccc2Cl)c1	4	7	3	6	-2	-0.2	18	-5	7	-1.1
O=C(c1cccc(Cl)c1)N1CCCc2ccccc21	-5	-4	-2	2	4	0.1	-4	-4	0	1.2
CC(C)NC(=O)C1(C)CSCC(=O)N1Cc1cccc(C(F)(F)F)c1 (stereo not given)	-1	1	2	3	-16	-0.9	4	4	2	.
CC1CCCC(C)N1C(=O)CSc1nc2ccccc2c(=O)[nH]1 (stereo not given)	-3	3	-7	4	-8	0.0	2	2	-12	0.3
Cc1ccccc1CNC(=O)c1csc([C@H]2C[C@H](O)[C@@H](CO)O2)n1	2	2	8	10	-4	0.8	-2	-8	-10	0.6
CCCc1cc(=O)[nH]c(SCC(=O)NC2CCCCCCC2)n1	4	-1	8	3	0	0.0	-11	3	8	3.5
Cc1cc(C(=O)NNC(=S)NCC2CCCO2)cs1 (stereo not given)	1	0	2	0	4	-0.3	-4	-2	14	0.6
O=C(N/N=C1\CCCCc2ccccc21)c1ccccn1	-4	2	-1	-3	2	0.5	-4	10	2	5.7
CC(=O)Nc1cc(S(=O)(=O)Nc2ccccc2)c(C)cc1C	3	1	-1	-3	1	0.4	16	-8	7	-3.0
CCOc1ccc(N(C(=O)c2cnsn2)C(C(=O)NC2CCCCC2)c2ccncc2)cc1 (stereo not given)	-8	2	-1	-3	0	0.6	6	0	-7	3.9
COc1ccc(OCC(=O)NNC(=S)NC(=O)C2CCCCC2)cc1	1	-1	1	-3	0	0.8	-1	4	-7	1.5
CCCNC(=O)C1(C)CCCN(Cc2ccc(C)cc2)C1 (stereo not given)	-2	5	-7	1	-8	-0.5	1	-1	-5	-2.3
Cc1ccc(N(C(=O)Cn2nnc(-c3ccc(F)cc3)n2)C(CC(C)C)C(=O)NCC2CCCO2)cc1 (stereo not given)	-6	-4	-12	-6	10	-0.7	-10	1	2	-2.3
CC(=O)Nc1cccc(Oc2nc(C(F)(F)F)nc3ccccc23)c1	-1	10	-6	11	-4	0.1	-17	10	-3	1.1
Cc1ccc(NC(=O)c2nc3nccc(C)n3n2)c(C)c1	2	6	1	-3	4	-0.2	-4	0	2	1.7
CNC[C@@H](Cc1ccccc1)NC[C@@H](CC1CCCCC1)NCCCc1ccccc1	16	-7	16	-17	-3	-0.9	9	-2	1	-1.8
Cc1ccc(/C=C/C(=O)Nc2sc(C)c(C)c2C(=O)OC(C)C)o1	12	3	14	-5	1	-0.8	-6	-4	5	1.1
COC(=O)[C@]12C[C@H](CC(=O)N3CCCCC3)C(=O)N(Cc3ccco3)C1=C[C@H](C1CCCC1)O[C@@H]2C	-1	-10	-1	-1	4	0.2	.	-8	.	.
CCOC(=O)c1c(C)n(-c2ccccc2)c2ccc(O)cc12	-2	6	-19	-1	3	0.8	4	3	3	3.3
Cc1ccccc1OCC1Cn2c(nc3c2c(=O)[nH]c(=O)n3C)O1 (stereo not given)	-4	-3	3	-2	6	-0.3	-2	0	-1	-1.2
CS(=O)(=O)N1CCN(c2ccc(NC(=O)COc3ccccc3[N+](=O)[O-])cc2)CC1	-1	1	2	3	-8	-0.1	4	-4	1	-3.1
CC(=O)N1N=C(c2ccccc2)CC1c1cn(C)c2ccccc12 (stereo not given)	-4	-1	-2	-2	-3	-0.2	2	6	4	4.6
CCOC(=O)c1ccc(S(=O)(=O)N2CCN(C(=O)CSc3nc4ccccc4o3)CC2)cc1	2	-4	-3	-1	6	0.2	8	-2	5	0.6
Cc1ccc(Cc2c(-c3cccc(Br)c3)nc3ccc(C)cn23)cc1	14	6	-4	3	-32	-4.4	-3	-1	4	.
CCC1(c2ccccc2)C(=O)N=C(N)N(C#N)C1=O (stereo not given)	3	0	-3	3	1	0.2	-1	5	13	-0.2
COc1ccc(Nc2nc(N)c([N+](=O)[O-])c(N3CCN(C)CC3)n2)cc1	-4	0	-3	0	6	0.0	-14	5	-14	7.3
CN(C)S(=O)(=O)c1cccc(N2C(=O)CC3(CCCCC3)CC2=O)c1	-2	.	8	.	-8	-0.4	-1	9	9	-1.7
CSc1cccc(NC(=O)CN(c2ccc(C)cc2C)S(C)(=O)=O)c1	3	-20	-37	-16	12	0.6	17	-7	2	-2.0
COc1ccc(OC)c(NC(=O)CS(=O)(=O)c2ccccc2)c1	3	-7	1	-2	7	-0.7	-17	-1	2	0.1
O=C(CN1C(=O)CCS(=O)(=O)c2ccccc21)NCc1ccc(F)cc1	-1	1	8	1	-2	0.9	2	-1	-2	0.8
NC(=O)C1CCN(C(=O)/C(=C/c2ccccc2)NC(=O)c2ccccc2)CC1	-6	-2	-7	-1	-3	0.1	-19	9	0	-0.7
O=C(COC(=O)CC1CCCC1)Nc1cc2c(cc1Cl)C(=O)c1ccccc1C2=O	9	-2	0	-8	1	-0.5	-3	-1	0	4.2
CC(c1ccccc1)C1CC(=O)N(c2ccc(C(=O)O)cc2)C1=O (stereo not given)	-1	-5	9	-3	-1	0.3	-3	0	11	-0.9
CC(=O)c1ccc(OC2(C)CCN(CCOc3ccc(C)cc3)C2)cc1 (stereo not given)	-2	2	-3	-1	-8	0.3	2	0	-8	-1.1
O=C1CCCC2=C1C(O)(C(F)(F)F)C(=O)N2Cc1ccccc1 (stereo not given)	0	2	-1	2	-6	0.2	-2	1	15	0.2
COc1ccc(C2=CC(=O)CC(C)(C)C2)cc1OC	-4	2	-4	4	-49	2.2	-9	5	12	2.5
O=C(CSc1n[nH]c(-c2cccnc2)n1)Nc1cccc(Cl)c1	4	-1	-5	-6	-9	0.7	-3	-9	-1	0.0
C/C(=N\NC(=O)c1ccc2c(c1)OCO2)c1ccc(O)cc1	-1	3	1	-1	-8	-0.1	-9	8	11	-0.3
CC(C)(C)C1CCN2CCCC(c3ccc([N+](=O)[O-])cc3)(C1)C21OCCO1 (stereo not given)	4	4	0	0	-7	0.1	4	-1	-2	.
CCn1nc(CC(=O)Nc2nnc(CC(=O)N3CCCC3)s2)c2ccccc2c1=O	0	0	7	3	-6	0.3	-1	7	9	0.4
Cc1ccccc1OCCC(=O)N1CCN(S(=O)(=O)c2ccc(Cl)cc2)CC1	-2	-2	-2	-1	8	0.1	-9	-4	-6	0.0
Cc1ccc(N2CCN(C(=O)c3ccccc3NC(=O)C3CC=CCC3C(=O)O)CC2)cc1 (stereo not given)	0	-1	-4	-9	-7	-0.6	-8	5	-1	0.6
Cc1noc(/C=C/N(C)C)c1S(=O)(=O)N1CCC(C(=O)O)CC1	18	-2	-3	0	-2	0.6	-3	1	-2	-2.3
CC(=O)c1cccc(NC(=O)c2csc(-n3nc(C)cc3C(F)(F)F)n2)c1	-2	1	0	1	-86	-0.3	-7	-7	7	-2.5
